# Nrf2 inh – Nrf2 qHTS screen for inhibitors | A549 ARE-Fluc reporter, luciferase luminescence, 18-24 h | Potency, µM (highest dose often 46 µM), for inactives: at the top dose activity change, negative = inhibition, actives largely listed as inhibitors | hit rate 2.1% among 360,000; note: potency is the fitted concentration of half-maximal effect; % is set by controls: 0 for no effect and ±100 for the full control effect; nearly all actives have a fitted effect of over 60% in size
#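 Cells were seeded and rested 2 h, then exposed to compounds for 18-24 h. CellTiter-Fluor was read first as a viability measure. BugLite was added 15 min before the final luminescent read of ARE-luciferase activity in A549 cells.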
# TGFb inhibitor – qHTS for Inhibitors of TGF-b. Potency, µM (doses to about 46.1 µM), inactives show top-dose activity, negative = inhibition, actives largely listed as inhibitors. hit rate 1.2% among 410,000. HepG2 CAGA-GFP TGF-b/SMAD3 reporter, GFP fluorescence, 18 h; TGF-beta stimulated, 500 pg/mL final. AID 588855, 2011; note: potency is the fitted concentration of half-maximal effect; % is set by controls: 0 for no effect and ±100 for the full control effect; nearly all actives have a fitted effect of over 65% in size
#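 Read-out: total well GFP (ex488/em500-530) summed from mean per-cell fluorescence. Cells: HEPG2 CAGA-GFP, 1% FBS DMEM, 18 h at 37 degrees C with 500 pg/mL final TGF-beta. Unstimulated wells served as the full-inhibition control; stimulated DMSO wells = 0%.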
# HepG2 tox – qHTS for Inhibitors of TGF-b: Cytotox Counterscreen | HepG2 CAGA-GFP viability, ATP luminescence, 18 h | Potency, µM (top dose mostly 46.1 µM), inactives show at the highest dose activity change, negative = cytotoxicity, hits mostly cytotoxic | hit rate 0.76% among 410,000 | AID 588856, 2011; note: potency is the fitted concentration of half-maximal effect; some results filed as inactive show a strong effect at the top dose
#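 CellTiter-Glo luminescence gave cytotoxicity after 18 hours at 37 degrees C. The cells were HepG2 CAGA-GFP in 1% FBS DMEM, stimulated with 500 pg/mL TGF-beta after compound addition. %Activity was normalised to no-cell wells (complete cell-killing) and DMSO (no toxicity), and curves were fitted and classified.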
# S2 tox – Viability Counterscreen for Primary qHTS for Inhibitors of ATXN expression | S2 cells (HEK-293 line with an ATXN2-luciferase reporter) viability, CellTiter-Fluor protease fluorescence, 24 h | Potency, µM (doses to about 56.7 µM), most hits filed as cytotoxic | hit rate 0.49% among 400,000 | AID 651635, 2014; note: potency is the fitted concentration of half-maximal effect; nearly all actives have a fitted effect of over 40% in size
# ATXN2 expr inh – Primary qHTS for Inhibitors of ATXN expression | Potency, µM (titrated, usually from 57 µM), without a hit: at the top dose activity change, negative = inhibition, usual class: inhibitors | HEK-293 ATXN2-luciferase reporter, luminescence, 24 h | AID 1745845, 2022 | hit rate 0.72% among 360,000; note: potency is the fitted concentration of half-maximal effect; % is set by controls: 0 for no effect and ±100 for the full control effect; nearly all actives have a fitted effect of over 55% in size
#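 qHTS (up to 57 uM final) was run with 24 h compound exposure of reporter cells at 37 °C. Each well was multiplexed: SteadyGlo luminescence measured ATXN2-luciferase expression after a fluorogenic Gly-Phe-AFC viability readout (25 uM final).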
# A549 viability – Nrf2 qHTS screen for inhibitors: counterscreen for cytotoxicity; A549 ARE-Fluc cells, CellTiter-Fluor viability, 18-24 h; Potency, µM (top dose mostly 46 µM), inactives show at the top dose activity change, negative = cytotoxicity, hits mostly inhibitors; hit rate 0.16% among 390,000; note: potency is the fitted concentration of half-maximal effect; % is set by controls: 0 for no effect and ±100 for the full control effect
#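 Cytotoxicity counterscreen: CellTiter-Fluor fluorescence was measured in A549 ARE_Fluc cells after 18-24 h of compound exposure in a concentration series. The subsequent BugLite luminescent read reports ARE-luciferase activity.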
# EPAC2 agonist – qHTS for Agonist of cAMP-regulated guanine nucleotide exchange factor 4 (EPAC2): primary screen. hit rate 0.079% among 360,000. EPAC2 activation, biochemical qHTS; response scale: 100% = 6.5 mM cAMP response. AID 720711, 2013. Rap guanine nucleotide exchange factor 4 (Homo sapiens), Q8WZA2. Potency, µM (doses to about 154 µM), inactives show top-dose activation, hits mostly activators; note: potency is the fitted concentration of half-maximal effect; nearly all actives have a fitted effect of over 50% in size
# Target sequence (Q8WZA2 whole entry, looked up): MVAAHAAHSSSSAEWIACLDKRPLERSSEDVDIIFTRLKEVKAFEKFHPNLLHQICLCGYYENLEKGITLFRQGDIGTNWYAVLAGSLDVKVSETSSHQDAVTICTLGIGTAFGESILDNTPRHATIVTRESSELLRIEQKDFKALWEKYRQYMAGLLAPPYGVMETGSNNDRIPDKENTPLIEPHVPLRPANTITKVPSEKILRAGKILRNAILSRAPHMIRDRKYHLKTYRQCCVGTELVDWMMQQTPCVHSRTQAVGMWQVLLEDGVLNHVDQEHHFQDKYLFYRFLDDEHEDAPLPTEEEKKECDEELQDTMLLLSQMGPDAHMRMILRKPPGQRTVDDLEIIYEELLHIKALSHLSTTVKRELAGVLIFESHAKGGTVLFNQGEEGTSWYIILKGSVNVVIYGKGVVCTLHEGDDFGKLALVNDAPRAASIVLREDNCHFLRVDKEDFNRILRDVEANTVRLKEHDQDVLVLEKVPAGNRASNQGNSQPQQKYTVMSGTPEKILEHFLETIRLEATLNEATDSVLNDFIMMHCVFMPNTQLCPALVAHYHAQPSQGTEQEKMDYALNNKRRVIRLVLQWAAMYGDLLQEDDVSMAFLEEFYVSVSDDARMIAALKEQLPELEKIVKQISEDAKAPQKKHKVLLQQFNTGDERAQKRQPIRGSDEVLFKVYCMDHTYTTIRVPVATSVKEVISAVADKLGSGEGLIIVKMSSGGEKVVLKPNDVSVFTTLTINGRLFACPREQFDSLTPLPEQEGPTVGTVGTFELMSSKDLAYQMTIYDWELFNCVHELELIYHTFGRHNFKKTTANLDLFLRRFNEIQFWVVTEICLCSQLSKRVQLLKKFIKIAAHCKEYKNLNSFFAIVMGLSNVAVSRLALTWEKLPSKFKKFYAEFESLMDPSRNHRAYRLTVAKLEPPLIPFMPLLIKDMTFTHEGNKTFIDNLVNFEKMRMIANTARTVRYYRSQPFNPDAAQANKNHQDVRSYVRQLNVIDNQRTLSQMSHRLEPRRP
#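 qHTS, titration series. 100 nM EPAC2 / 250 nM Rap1B-BODIPY-GDP / 50 uM GDP; RT; ex 480/em 540 nm, 5-min reads to 30 min. Norm. to 6.5 mM cAMP = activation.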
# IL-2 act – qHTS of IL-2 Activators | hit rate 0.065% among 360,000 | activation, % (series mostly up to about 46 µM) | AID 652025, 2013 | IL-2 activation reporter assay, cell-based qHTS; stimulated with anti-CD3/CD4/CD28 beads; in transgenic mouse T cells; in the data active = activation above about 50%; inconclusive = mostly about 30% to 49%; note: 0% is about no effect
#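 Screening format: compound pinned onto unstimulated transgenic mouse T cells, 60 min incubation, then anti-CD3/anti-CD4/anti-CD28 bead stimulation for 18 hours at 37 degrees C, followed by EGFP and DsRed detection.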
# Nrf2 ARE act – qHTS of Nrf2 Activators | AREc32 ARE-luciferase reporter (MCF7-derived line), luminescence, 24 h | Potency, µM (series often up to 46.1 µM), inactives show top-dose activation, actives largely listed as activators | hit rate 0.31% among 410,000; note: potency is the fitted concentration of half-maximal effect; % of control where 0% means no effect; nearly all actives have a fitted effect of over 65% in size
#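 AREc32 cells carrying an ARE-driven firefly luciferase, 1000 cells/well in OPTI-MEM with 5% FBS, dosed after overnight attachment and incubated 24 hr at 37 deg C. Steady-Glo luminescence read after 30 min at RT.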
# * marks the source's active call; other numbers are inactive results; i = inactive; ? = inconclusive; . = no result given; & = joins results of further samples; [ ] = remark or other dose. Unless noted, calls come from the whole dose curve; as a rule, active = well fitted curve in the direction sought with a large enough effect; inconclusive = small, poorly fitted or top-dose-only effect, or another doubt; inactive = no such curve, though single readings can be large; an effect the other way counts as inactive or inconclusive. Compounds as they come, and some 4.3% of all compounds hit somewhere here.
SMILES	Nrf2 inh	HepG2 tox	IL-2 act	TGFb inhibitor	Nrf2 ARE act	EPAC2 agonist	A549 viability	ATXN2 expr inh	S2 tox
CCOC1=C2CN(S(=O)(=O)c3ccc(C)cc3)[C@@H](c3ccccc3)C[C@H]2[C@H]2C(=O)N(c3ccccc3)C(=O)[C@H]2C1	.	-1%	-0.5	-4%	0.2%	9%	.	7%	i
C[C@H](CO)N1C[C@H](C)[C@@H](CN(C)C(=O)Nc2ccc(C(F)(F)F)cc2)Oc2c(NS(=O)(=O)c3ccc(F)cc3)cccc2C1=O	9%	-22%	-0.1	?	4.2%	4%	-2%	9%	i
Cc1nnc(SCC(=O)NCCN2C(=O)CSC2=O)n1-c1ccccc1	-12%	-28%	0.5	0%	-0.2%	7%	1%	6%	i
O=C(O)c1cc(-c2ccc(/C=C3/SC(=S)N(Cc4ccccc4)C3=O)o2)ccc1Cl	8%	0%	-4.6	-3%	-0.7%	23%	-9%	33%	.
Cn1c(=O)[nH]c(=O)c2c1nc([N+](=O)[O-])n2Cc1ccccc1	23µM*	5µM*	-5.1	5µM*	?	5%	?	?	6µM*
CN(C)C(=O)c1ccccc1Sc1ccc(Cl)cc1Cl	.	-10%	-4.6	9%	0.6%	1%	2%	-3%	i
COC(=O)[C@@]12CCCCN1[C@H](c1ccc(-c3ccc(C(C)=O)cc3)cc1)[C@H]1C(=O)N(C)C(=O)[C@H]12	-11%	-23%	-0.6	?	0.4%	22%	-15%	-7%	i
CCCCOc1cccc(C(=O)N(Cc2sccc2C)C2CCS(=O)(=O)C2)c1 (stereo not given)	?	-16%	.	.	3.7%	.	-1%	.	.
CC(C)C(NC(=O)c1ccc(Cl)cc1)C(=O)NC1=NCCS1 (stereo not given)	-9%	-7%	-2.7	-9%	-0.6%	6%	12%	-12%	i
O=C(OCC(=O)N1CCN(C(=O)c2ccco2)CC1)c1cc(-c2ccc(F)cc2)nc2ccccc12	-13%	-16%	-0.1	-15%	-0.1%	14%	1%	?	i
COc1ccccc1C1C=C(c2ccc(Cl)cc2)Nc2nc(N3C(=O)CCC3=O)nn21 (stereo not given)	17%	-29%	-1.9	-10%	3.6%	0%	28%	-6%	.
Cc1ccc(NC(=O)CCNC(=O)c2ccc(Br)cc2)cc1S(=O)(=O)N1CCCCCC1	?	3%	1.2	?	2.0%	-4%	-12%	-31%	i
CCC(C)C(NC(=O)C(N)CC(C)C)C(=O)NC(CCC(=O)OCc1ccccc1)C(N)=O (stereo not given)	14%	-32%	-3.0	2%	-0.7%	-1%	9%	14%	i
O=C(O)c1ccccc1NSc1ccccc1[N+](=O)[O-]	?	-3%	5.2	-6%	-0.3%	8%	-1%	-14%[11.3 µM]	i
Cc1ccccc1CSc1nc2cccnc2n1Cc1ccc(C(=O)NCCc2cccs2)cc1	0%	-36%	.	-24%	7.9%	.	?	.	.
CS(=O)(=O)c1ccc2nc(NC(=O)CCNC(=O)c3ccc([N+](=O)[O-])cc3)sc2c1	20%	-20%	-0.2	?	4.4%	2%	13%	21%	i
Cc1ccc(-n2nc3c(c2NC(=O)c2ccc4c(c2)OCO4)CSC3)c(C)c1	15%	7%	4.2	11%	-0.4%	3%	-1%	-3%	i
Cc1ccc(NC2Sc3ccccc3NC2=O)cc1Cl (stereo not given)	?	-38%	0.2	?	0.0%	9%	-19%	.	i
N#Cc1ccc(NC(=S)N2CCC3CC2c2cc(-c4ccc5c(c4)OCO5)ccc23)cc1 (stereo not given)	.	-22%	-0.6	?	3.7%	10%	.	-4%	i
COc1ccc(-c2cnc[nH]2)cc1	6%	5%	-1.7	2%	0.5%	-2%	1%	8%	i
COc1ccc(N2CCN(C(=O)CCn3c(=O)[nH]c4cc(OC)c(OC)cc4c3=O)CC2)cc1	2%[9.27 µM]	0%	.	2%	-1.0%	.	4%	6%	i
CCN1c2ccccc2-c2nc(SCC(=O)NCc3ccc(Cl)cc3)ncc2S1(=O)=O	7%	-13%	.	2%	-0.3%	.	4%	-27%	?
C#CC(C)(C)NS(=O)(=O)c1cc(-c2nnc(Nc3ccc(C)cc3)c3ccccc23)ccc1C	?	8%	.	13µM*	7.4%	.	?	-8%	i
Cc1cc(C(=O)NCC(c2ccco2)N(C)C)ccc1[N+](=O)[O-] (stereo not given)	2%	-16%	0.5	-18%	16%	4%	1%	2%	i
COCCn1c(C)cc(O)c(C(c2ccc(F)cc2)N2CCC(C)CC2)c1=O (stereo not given)	.	-2%	.	0%	0.0%	.	-9%	.	.
CCc1ccc(C(=O)CN2C(=O)NC3(CCCCCC3)C2=O)cc1	9%	-10%	-2.8	11%	0.9%	9%	0%	32%	i
CCOC(=O)C1(Cc2cccc(F)c2)CCN(Cc2ccon2)CC1	16%	0%	2.5	-5%	-0.6%	3%	0%	-7%	i
COc1cccc(NC(=S)NNC(=O)c2c([N+](=O)[O-])c(C)nn2C)c1	-5%	-2%	-1.5	6%	-0.1%	3%	3%	3%	i
Cc1c(N/C=C/C(=O)c2cccs2)c(=O)n(-c2ccccc2)n1C	?	0%	0.4	-6%	3.6%	-10%	-2%	10%	i
CCN(CC(=O)Nc1c(F)cccc1F)C(=O)c1ccc(Cl)c(S(=O)(=O)N2CCCC2)c1	-1%	-11%	1.2	3%	0.5%	6%	-1%	9%	?
O=C(CSc1ncnc2sc3c(c12)CCC3)Nc1ccccc1C(=O)O	-18%	-12%	-0.6	0%	1.8%	4%	-4%	-1%	i
Cn1c(CN2CCCCC2)nc2cc(NC(=O)c3ccc(Cl)cc3)ccc21	5.8µM*	-41%&-12%	-0.2	?	-0.1%&3.8%	14%	-5%&-8%	-8%	i
COc1ccc(Cl)cc1NC(=O)N1CCC(CN2CCc3ccccc3C2)CC1	-26%	-24%	.	-26%	3.3%	.	-1%	.	.
Cc1nnc(NCCc2ccccc2)n(N)c1=O	.	15%	-0.8	26%	-0.2%	1%	15%	-3%	i
COc1ccccc1OC(=O)c1ccc2nsnc2c1	-12%	-17%	-0.3	-12%	-0.5%	5%	-15%	3%	i
S=c1nc(C2CC2)n(-c2ccccc2)[nH]1	4%	13%	0.7	-8%	0.5%	11%	3%	20%	i
COc1ccc(NC(=O)COC(=O)CCCC2=NS(=O)(=O)c3ccccc3N2)cc1Cl	9%	-2%	0.2	6%	0.2%	0%	-1%	-17%	i
Cc1ccc(N2CCN(C(=O)c3nn(C)c4c3CS(=O)(=O)c3ccccc3-4)CC2)c(C)c1	0%&-3%	-40%&4%	1.8	?	-0.1%&0.2%	6%	-2%&9%	6%	?
CCOC(=O)c1c(C)[nH]c(C)c1C(=O)CSc1nc(N)cc(N)n1	-4%	5%	0.5	-8%	0.0%	4%	5%	-6%	i
O=S(=O)(NCCc1ccccn1)c1cc(Cl)cc(Cl)c1O	-15%	-3%	1.4	-4%	-0.7%	0%	-7%	5%	i

# Arranged by the number under TGFb inhibitor (high to low): 4 of the compounds above.
smiles | IL-2 act | TGFb inhibitor | Nrf2 ARE act | EPAC2 agonist
Cc1nnc(NCCc2ccccc2)n(N)c1=O | -0.8 | 26% | -0.2% | 1%
COc1ccc(NC(=O)COC(=O)CCCC2=NS(=O)(=O)c3ccccc3N2)cc1Cl | 0.2 | 6% | 0.2% | 0%
CCOC(=O)c1c(C)[nH]c(C)c1C(=O)CSc1nc(N)cc(N)n1 | 0.5 | -8% | 0.0% | 4%
COc1ccc(Cl)cc1NC(=O)N1CCC(CN2CCc3ccccc3C2)CC1 | . | -26% | 3.3% | .

# New compounds follow
SMILES	Nrf2 inh	HepG2 tox	IL-2 act	TGFb inhibitor	Nrf2 ARE act	EPAC2 agonist	A549 viability	ATXN2 expr inh	S2 tox
COc1ccc(Cn2c(C(=O)O)c(CNCc3ccco3)c3ccc(C)cc32)cc1	?	-24%	.	42%[activator]	9.4%	.	?	-13%	7.9µM*
COCCNC(=S)NC1CC2CCC(C1)N2Cc1ccccc1 (stereo not given)	20%	1%	1.3	3%	-0.7%	15%	-1%	-2%[11.3 µM]	i
COc1ccc(NC(=O)CSc2nnc(Cn3cnc([N+](=O)[O-])n3)n2C)cc1	0%	0%	0.7	3%	0.6%	7%	0%	-5%	i
Cc1ccc(CCNC(=O)CN(c2ccc(C)cc2)S(=O)(=O)N(C)C)cc1	-12%	-18%	.	-12%	0.8%	.	-4%	-4%	?
O=C(NC(=O)c1ccc(Cl)cc1)Nc1cc(N2CCCCC2)ncn1	0%	1%	-1.4	8%	-0.7%	2%	-3%	0%	i
COc1ccccc1NC(=O)CSc1n[nH]c(-c2cccnc2)n1	-11%	-20%	-2.7	-9%	0.1%	3%	1%	2%	i
CCOC(=O)C1=C(C)N(CCCC(=O)O)C(=O)NC1c1ccccc1Cl (stereo not given)	10%	-19%	0.3	-11%	0.3%	-3%	-1%	7%	i

# Screening results deposited in PubChem BioAssay by National Center for Advancing Translational Sciences (NCATS).
